EBI2 block = EBI2 receptor antagonists, beta-arrestin recruitment, primary screen, cell-based, luminescence, 7a,25-OHC stimulation, uHTS; 7a,25-OHC stimulated; G-protein coupled receptor 183 (Homo sapiens), P32249; inhibition, % at 5 µM; AID 651636, 2012; actives 0.81% (n = 360,000); in the data active means inhibition above about 38%;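 further: enzyme fragment complementation signal reports receptor beta-arrestin coupling in cells; 0% = agonist plus DMSO wells and 100% = wells without agonist; some results beyond the cut were filed as inactive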
ATG4B inhibitor = ATG4B protease inhibitors, primary screen, biochemical, fluorescence, uHTS; Cysteine protease ATG4B (Homo sapiens), Q9Y4P1; ATG4B cleavage of LC3-PLA2, NBD-HPC fluorescence, 1 h; inhibition, % at 8.33 µM; actives 0.51% (n = 340,000); AID 504462, 2011; in the data active means inhibition above about 40%
Gli-Sufu antag = Gli-Sufu pathway antagonists, primary screen, luciferase luminescence, Sufu-KO-LIGHT cells, uHTS; inhibition, % at 5 µM; Sufu-KO-LIGHT fibroblasts, Gli luciferase reporter luminescence; actives 0.74% (n = 340,000); AID 588413, 2011;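 active means inhibition above about 55%, limit read from the data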;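 further: 0% = DMSO-treated cells and 100% = wells with medium but no cells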
APJ agonist = agonists of human apelin receptor APJ, primary screen, CHO-K1 cells, PathHunter beta-arrestin, luminescence; actives 0.11% (n = 330,000); P35414; activation, % at 20 µM; AID 2520, 2010; 0% DMSO wells, 100% apelin;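 active means activation more than six SD over the plate average, tested at 20 µM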;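 further: 0% = DMSO alone and 100% = apelin-13 at 10 nM; some results filed as inactive read as strong as hits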
Target sequence (P35414 whole entry, looked up): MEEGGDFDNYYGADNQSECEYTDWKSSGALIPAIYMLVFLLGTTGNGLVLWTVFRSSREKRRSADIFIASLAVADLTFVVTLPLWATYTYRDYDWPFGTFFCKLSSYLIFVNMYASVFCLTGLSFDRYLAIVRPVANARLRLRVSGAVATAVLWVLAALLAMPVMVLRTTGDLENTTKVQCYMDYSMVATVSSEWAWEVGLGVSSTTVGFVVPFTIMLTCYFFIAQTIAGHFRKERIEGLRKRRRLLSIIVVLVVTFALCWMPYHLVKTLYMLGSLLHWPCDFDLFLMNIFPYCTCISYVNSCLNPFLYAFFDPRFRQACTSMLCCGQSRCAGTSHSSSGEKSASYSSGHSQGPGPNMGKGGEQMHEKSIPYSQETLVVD
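Test system – PathHunter CHO-K1 APJ (AGTRL-1) beta-arrestin reporter cells · Input – 1000 cells/well · Compound – single test compound dose, 20 µM final, 1% DMSO · Times – compound stimulation 90 min at 25 °C, detection 60 min · Technique – beta-gal luminescence · Read-out basis – APJ–arrestin association signal · Control set – negative DMSO alone, positive Apelin-13 at 10 nM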
CXCR6 block = CXCR6 receptor inhibitors, primary screen, cell-based, beta-arrestin, luminescence, CHO-K1 PathHunter, 1536-well | actives 0.36% (n = 360,000) | inhibition, % at 20 µM; in the data active means inhibition above about 34%, passing the limit was not always enough;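 further: antagonist mode with CXCL16 agonist at 10 nM final; 0% = 10 nM CXCL16 with DMSO and 100% = unstimulated wells without agonist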
Target sequence (O00574 whole entry, looked up): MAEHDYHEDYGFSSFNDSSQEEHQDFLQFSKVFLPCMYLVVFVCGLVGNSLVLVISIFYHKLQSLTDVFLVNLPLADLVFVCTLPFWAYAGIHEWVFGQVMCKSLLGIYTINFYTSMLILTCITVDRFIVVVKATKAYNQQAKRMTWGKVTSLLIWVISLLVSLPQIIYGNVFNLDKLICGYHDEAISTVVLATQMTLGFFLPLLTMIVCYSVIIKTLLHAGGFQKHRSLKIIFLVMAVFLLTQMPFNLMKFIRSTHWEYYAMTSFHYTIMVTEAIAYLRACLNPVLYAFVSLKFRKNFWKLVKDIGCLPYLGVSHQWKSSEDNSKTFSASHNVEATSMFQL
UBC13 polyUb = UBC13 polyubiquitin chain formation inhibitors, primary screen, biochemical, TR-FRET, uHTS. actives 0.47% (n = 330,000). AID 485273, 2010. inhibition, % at 20 µM. Ubiquitin-conjugating enzyme E2 N (Homo sapiens), P61088; in the data active means inhibition above about 45%, passing the limit was not always enough
Target sequence (P61088 whole entry, looked up): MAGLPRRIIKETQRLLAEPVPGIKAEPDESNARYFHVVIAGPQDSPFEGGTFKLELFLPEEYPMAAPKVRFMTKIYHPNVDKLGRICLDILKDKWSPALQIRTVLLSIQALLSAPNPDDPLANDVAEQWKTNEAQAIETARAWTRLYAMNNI
APJ antag = antagonists of human apelin receptor APJ, primary screen, CHO-K1 cells, beta-arrestin complementation, luminescence | inhibition, % at 20 µM | AID 2521, 2010 | actives 0.32% (n = 330,000) | P35414;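 active means inhibition above about 40% at 20 µM, limit read from the data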;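 further: cells challenged with 10 nM apelin-13 agonist together with compound; plate controls were apelin-13 plus DMSO wells for no effect and DMSO wells lacking apelin-13 for full effect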
CCR6 antag = CCR6 receptor antagonists, primary screen, cell-based, CHO-K1, luminescence, beta-arrestin, uHTS; C-C chemokine receptor type 6 (Homo sapiens), P51684; CHO-K1 CCR6 PathHunter beta-arrestin, CCL20-stimulated; inhibition, % at 20 µM; actives 0.49% (n = 340,000);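 active means compounds whose inhibition of the agonist-driven luminescence signal at 20 µM reaches about 50%, limit read from the data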;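 further: cells stimulated with CCL20 at 14 nM final; plate controls were DMSO with CCL20 for no effect and DMSO without agonist for full effect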
Active calls of the source: *; . = not tested or not shown. The order is random; about 3% have a hit in one of these screens.

1. O=C(O)c1cccc(NC(=S)NCc2ccccc2)c1
2. COc1ccc(C)cc1NC(=O)C1CCN(C(=O)C2CC(=O)N(c3ccc(C)cc3)C2)CC1 (centres undefined)
3. CC(OC(=O)c1ccncc1)C(=O)Nc1cccc([N+](=O)[O-])c1 (centres undefined)
4. O=C(CNc1ccccc1)N/N=C/c1ccc([N+](=O)[O-])cc1
5. COc1ccc(-n2nnnc2/C=C\Nc2ccc(C)cc2)cc1
6. CCOC(=O)c1nn(-c2ccccc2F)c(C)c1C(C)=O
7. CCCCCOC(=O)c1ccc(NC(=O)c2cccc(NC(=O)c3ccccc3C(=O)O)c2)cc1
8. O=C(O)c1ccc(CNCc2ccc(F)cc2)cc1

Assay by compound	1	2	3	4	5	6	7	8
EBI2 block	-18	4	-3	-6	39	2	2	-4
ATG4B inhibitor	2	-4	10	-4	2	2	16	-5
Gli-Sufu antag	-9	25	-7	35	4	-3	2	-6
APJ agonist	-3	2	-3	1	-1	1	-1	-2
CXCR6 block	5	6	-6	-17	0	-6	21	4
UBC13 polyUb	-8	0	-2	-34	-7	10	-9	0
APJ antag	8	8	2	-14	19	-1	2	6
CCR6 antag	12	5	0	-11	18	0	21	2

9. O=S(=O)(c1ccc(OCC(O)CN2CCN(c3ccc(F)cc3)CC2)cc1)N1CCOCC1 (centres undefined)
10. O=C(C1CC1c1ccccc1)N1CCOCC1 (centres undefined)
11. O=C1CC(c2ccccc2)CC(O)=C1C=NCCN1CCNCC1 (centres undefined)
12. CCOC(=O)c1cnc(-n2nc(C)cc2C)nc1Nc1cccc(C(=O)O)c1
13. O=C(CN(c1ccccc1)S(=O)(=O)c1ccccc1)N/N=C/c1ccco1
14. CCOc1ccccc1CN1C(=O)C2(OCCO2)c2ccccc21
15. Cc1cc(=O)[nH]c(SCC(=O)Nc2ccc(F)c([N+](=O)[O-])c2)n1
16. O=C(CN1C(=O)c2cccc3cccc1c23)N1CCN(c2ccc(F)cc2)CC1

Assay by compound	9	10	11	12	13	14	15	16
EBI2 block	-7	-7	1	-5	-6	2	1	7
ATG4B inhibitor	-1	-5	9	6	-2	-3	-6	-20
Gli-Sufu antag	3	7	-8	.	-1	-2	-4	8
APJ agonist	1	-2	-1	0	-3	0	-2	0
CXCR6 block	-9	-5	-1	9	3	5	1	-4
UBC13 polyUb	-6	-7	-1	-16	-4	11	-14	13
APJ antag	-30	18	13	-3	10	3	17	-6
CCR6 antag	15	-10	-27	5	3	11	6	4

17. c1ccc2c(-c3nn[nH]n3)cccc2c1
18. O=C(CCc1nc(-c2ccccc2)c(-c2ccccc2)o1)OCc1ccc(Cl)cc1
19. COc1ccc(NS(=O)(=O)c2cccc(-c3nnc(-c4ccccc4)o3)c2)cc1
20. CC(=O)OC(COc1ccc(F)cc1)Cn1cnc2ccccc21 (centres undefined)
21. O=C(COc1ccccc1)NCCS(=O)(=O)N1CCN(c2ccccc2)CC1
22. Cc1csc(=O)n1CCC(=O)OCC(=O)NNC(=O)c1ccc(Br)cc1
23. CC(=O)Cc1nsc(NC(=O)c2cc(-c3ccccc3Cl)oc2C)n1
24. Cc1cc(C(C)(C)C)oc1C(=O)N(CC(=O)NC1CCCC1)Cc1ccccc1

Assay by compound	17	18	19	20	21	22	23	24
EBI2 block	3	13	24	-12	3	-3	-7	24
ATG4B inhibitor	4	2	-14	-6	-7	-5	-4	0
Gli-Sufu antag	-10	-2	4	-10	-1	-5	5	20
APJ agonist	4	-2	0	-2	-5	-3	0	-5
CXCR6 block	-5	-4	6	4	2	-5	-3	5
UBC13 polyUb	2	5	2	5	-2	4	6	-1
APJ antag	3	2	5	-5	1	10	7	0
CCR6 antag	-10	12	0	4	14	-3	8	10

25. CCOc1ccc(OCc2ccc(C(=O)N3CCCC3)o2)cc1
26. Cc1ccc(-n2c(C)cc(/C=N/NC(=O)c3ccc(CN4CCOCC4)cc3)c2C)cc1
27. O=c1oc2ccccc2c(O)c1/C=N/c1ccccn1
28. Cc1ccccc1NC(=S)NCCC(c1ccccc1)c1ccccc1
29. CC(=O)c1cnc(N2CCCCC2)nc1C
30. Cc1ccc(OCc2n[nH]c(=S)n2C2CCCCC2)cc1
31. CCc1ccc(NC(=O)CSc2nnc(CNC(=O)c3cccs3)o2)cc1
32. COc1cc2c(cc1OC)C(C(=O)N1CCN(c3ccccc3)CC1)C(c1cccs1)N(C)C2=O (centres undefined)

Assay by compound	25	26	27	28	29	30	31	32
EBI2 block	3	-7	-6	-27	-4	4	-8	-2
ATG4B inhibitor	3	-5	5	28	3	-1	-15	-18
Gli-Sufu antag	-38	5	5	2	56*	5	-20	-1
APJ agonist	-2	-2	-1	-4	-3	2	3	-4
CXCR6 block	-11	0	-2	20	-3	1	2	-4
UBC13 polyUb	-10	7	2	4	-10	2	5	2
APJ antag	0	28	-3	9	-4	19	-17	-4
CCR6 antag	5	9	-28	12	7	-1	-3	-7

33. CCOCCCn1c(SCc2ccccc2)nnc1-c1ccncc1
34. Cc1ccnc(NC(=O)Cn2cc([N+](=O)[O-])cn2)c1
35. CC(C)(C)c1cccc(C2(O)C(=O)c3ccccc3C2=O)c1O
36. N#Cc1c(-n2ccnc2)cccc1-n1ccnc1
37. CCOc1ccc(CCNC(=O)C2=C(C)C(=O)OC23CCC(C)CC3)cc1 (centres undefined)
38. O=C(Nc1cc(C(F)(F)F)ccc1Cl)c1cc2nc3c(c(C(F)(F)F)n2n1)CCCC3
39. CC(=O)Nc1ccc(S(=O)(=O)Nc2nc3cc4c(cc3nc2Cl)OCCO4)cc1
40. O=C(/C=C/c1cccc(F)c1)Nc1ccc(S(=O)(=O)Nc2ncccn2)cc1

Assay by compound	33	34	35	36	37	38	39	40
EBI2 block	-6	-10	-5	-3	12	20	-13	4
ATG4B inhibitor	-7	-2	-5	-10	-8	-5	-7	-9
Gli-Sufu antag	-25	2	5	-2	-4	10	6	-6
APJ agonist	0	1	1	-3	2	-3	-4	-3
CXCR6 block	0	5	7	-1	1	-2	1	0
UBC13 polyUb	-2	-15	3	5	6	4	0	9
APJ antag	17	-9	-19	25	1	11	-6	-7
CCR6 antag	9	6	11	-15	7	16	12	16

41. O=C(O)C1Cc2[nH]cnc2C(c2cccc([N+](=O)[O-])c2)N1 (centres undefined)
42. CN(CCCN1CCCCC1)C(=O)c1cc(COc2ccc(F)cc2F)on1
43. CN(C(=O)c1ccccc1Cl)C1CCCCC1
44. CCOC(=O)N1CCN(c2cc(NCCC(=O)O)c3c4c(onc24)-c2ccccc2C3=O)CC1
45. Cc1cc(C)c(C(=O)CN2C(=O)NC3(CCC(C)CC3)C2=O)cc1C (centres undefined)
46. COc1cccc(CN(C)C(=O)CNC(=O)c2ccc3c(c2)OCO3)c1OC
47. O=C(CSc1ccc(-c2ccco2)nn1)c1ccccc1
48. O=C(CN1C(=O)NC2(CCCC2)C1=O)N1CCN(Cc2ccccc2)CC1

Assay by compound	41	42	43	44	45	46	47	48
EBI2 block	-5	-8	-1	7	5	-10	-1	12
ATG4B inhibitor	0	11	-11	8	-4	-5	9	-6
Gli-Sufu antag	-12	22	-11	10	2	12	-26	2
APJ agonist	-3	14	-2	4	-1	1	0	-5
CXCR6 block	2	2	-3	24	-1	1	-10	-4
UBC13 polyUb	0	3	-12	-207	-8	9	-13	0
APJ antag	12	-14	0	6	-4	4	-22	19
CCR6 antag	-3	10	-5	32	4	-10	16	7

49. NC(=S)N/N=C/c1ccc(-n2nncc2-c2ccc(Cl)cc2)cc1
50. CSc1ccccc1NC(=O)Nc1ccc(Cl)cc1
51. Cc1cc(NCCCN2CCOCC2)n2ncc(-c3ccc(Cl)cc3)c2n1
52. CCN(CC)c1nc(C)nc2c1sc(=S)n2C
53. CCc1ccc(-c2nc(NC(=O)c3ccc(OCC(=O)Nc4ccc(F)cc4)c(OC)c3)sc2C)cc1
54. Clc1ccc(C2Nc3cccc4cccc(c34)N2)cc1
55. CCC(=O)NNc1nc2c(C)cc(C)cc2s1
56. Cc1cc(NC(=O)CNC(=O)C2CCCCC2)no1

Assay by compound	49	50	51	52	53	54	55	56
EBI2 block	-6	-13	18	12	-1	0	1	3
ATG4B inhibitor	-22	16	-6	6	-6	-2	-4	-2
Gli-Sufu antag	-1	24	-53	-6	1	10	-34	3
APJ agonist	-1	11	0	-2	-7	3	-2	-3
CXCR6 block	0	-6	-7	1	-9	-7	-2	4
UBC13 polyUb	-6	-11	15	4	29	-28	-4	-1
APJ antag	-3	-31	15	-15	-9	-24	3	1
CCR6 antag	9	-6	17	14	15	-5	3	2

57. CC(=O)NN1C(=O)/C(=C/c2ccc(C(C)C)cc2)SC1=S
58. CCOC(=O)C1=C(C)OC(N)=C(C#N)C1c1cc2c(cc1[N+](=O)[O-])OCO2 (centres undefined)
59. COc1ccccc1NS(=O)(=O)c1ccc(-c2cc(C)no2)s1
60. CCn1c(CNC(=O)c2ccco2)nnc1SCC(=O)Nc1ccccc1Cl
61. COc1cc(C2/C(=C(\O)c3ccc4c(c3)OCCO4)C(=O)C(=O)N2Cc2ccco2)cc(OC)c1OC (centres undefined)
62. COc1ccc(C(=O)OCC(=O)N2C(C)CCCC2C)cc1S(=O)(=O)N1CCOCC1 (centres undefined)

Assay by compound	57	58	59	60	61	62
EBI2 block	0	5	-4	-1	-13	-1
ATG4B inhibitor	-6	-13	3	0	3	-1
Gli-Sufu antag	-5	0	-2	7	-5	-25
APJ agonist	4	1	-8	2	-4	-1
CXCR6 block	0	-8	2	-5	-8	-6
UBC13 polyUb	-10	-6	-5	9	-11	13
APJ antag	1	-1	23	2	-17	11
CCR6 antag	16	7	8	6	2	6

Among those listed so far, seven have a furan ring, fused or not.
13. O=C(CN(c1ccccc1)S(=O)(=O)c1ccccc1)N/N=C/c1ccco1
23. CC(=O)Cc1nsc(NC(=O)c2cc(-c3ccccc3Cl)oc2C)n1
24. Cc1cc(C(C)(C)C)oc1C(=O)N(CC(=O)NC1CCCC1)Cc1ccccc1
25. CCOc1ccc(OCc2ccc(C(=O)N3CCCC3)o2)cc1
47. O=C(CSc1ccc(-c2ccco2)nn1)c1ccccc1
60. CCn1c(CNC(=O)c2ccco2)nnc1SCC(=O)Nc1ccccc1Cl
61. COc1cc(C2/C(=C(\O)c3ccc4c(c3)OCCO4)C(=O)C(=O)N2Cc2ccco2)cc(OC)c1OC (centres undefined)

Assay by compound	13	23	24	25	47	60	61
EBI2 block	-6	-7	24	3	-1	-1	-13
ATG4B inhibitor	-2	-4	0	3	9	0	3
Gli-Sufu antag	-1	5	20	-38	-26	7	-5
APJ agonist	-3	0	-5	-2	0	2	-4
CXCR6 block	3	-3	5	-11	-10	-5	-8
UBC13 polyUb	-4	6	-1	-10	-13	9	-11
APJ antag	10	7	0	0	-22	2	-17
CCR6 antag	3	8	10	5	16	6	2

Screens: PubChem BioAssay, Sanford-Burnham Center for Chemical Genomics
